Mtb RmlCD inh = inhibitors of Mycobacterium tuberculosis RmlC and RmlD coupled enzymes; RmlC+RmlD coupled enzyme assay, percent inhibition; primary screen in compound mixtures; P9WH09+P9WH11; AID 1533; inhibition, % at 3.6 µM; hit rate 0.03% among 160,000; in the data active means inhibition mostly above about 34%, no sharp cut-off; further: some results filed as inactive read as strong as hits
Target sequence (P9WH09 whole entry, looked up): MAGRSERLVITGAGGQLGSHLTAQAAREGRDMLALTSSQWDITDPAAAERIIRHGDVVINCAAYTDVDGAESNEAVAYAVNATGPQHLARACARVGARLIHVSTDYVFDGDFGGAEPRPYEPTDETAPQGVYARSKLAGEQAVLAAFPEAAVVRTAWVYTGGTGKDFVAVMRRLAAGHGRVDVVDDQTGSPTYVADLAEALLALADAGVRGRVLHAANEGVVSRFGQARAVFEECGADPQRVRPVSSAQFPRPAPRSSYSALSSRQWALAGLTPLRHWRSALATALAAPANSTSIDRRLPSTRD
Target sequence (P9WH11 whole entry, looked up): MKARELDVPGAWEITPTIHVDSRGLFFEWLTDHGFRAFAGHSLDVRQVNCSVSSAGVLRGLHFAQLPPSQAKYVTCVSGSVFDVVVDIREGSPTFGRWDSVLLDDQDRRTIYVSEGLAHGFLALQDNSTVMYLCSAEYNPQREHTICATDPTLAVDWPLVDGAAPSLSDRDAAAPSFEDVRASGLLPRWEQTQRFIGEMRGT
GlmU inhibition = inhibition of mycobacterial GlmU enzyme – biochemical, glucosamine-1-phosphate acetyltransferase (AID 1376); one-dose inhibition, %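 (tested at 30 µM in the primary screen)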; IC50 in µM for titrated hits; hit rate 0.25% among 220,000; M. tuberculosis GlmU acetyltransferase enzyme assay; higher % means a stronger effect; in the data active means inhibition above about 13%;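 further: 0% = complete reaction with vehicle and 100% = reaction without substrate; strong numbers were not always called active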
Numbers without * were called inactive; & = joins results of further samples. Only part of the results is shown, so the mix of outcomes need not match the whole.

Results for Cc1ccc(OCC(=O)OC(C)CN(C)Cc2ccccc2)cc1 (centres undefined) ?
Mtb RmlCD inh: 4.7; GlmU inhibition: 5.8%

How did COc1cccc(C(=O)O/N=C/c2ccc(Sc3ccc(C)cc3)nc2)c1 do in these assays?
Mtb RmlCD inh: 1.2; GlmU inhibition: -6.8%

What do the screens show for `COc1ccc(Nc2ncnc3ccccc23)c(OC)c1`?
Mtb RmlCD inh: 8.4

What do the screens show for `O=C(NCCc1ccccc1)c1noc2c1CCCCC2`?
Mtb RmlCD inh: 10.3

What do the screens show for `O=C1OCC(c2ccccc2)=C1c1ccccc1[N+](=O)[O-]`?
Mtb RmlCD inh: -6.9; GlmU inhibition: 2.6%

How did Cc1nccn1CC(O)Cn1c2ccccc2c2ccccc21 (centres undefined) do in these assays?
GlmU inhibition: -3.4%

Results for NC(=O)C1CCN(c2ncnc3c(-c4ccccc4)nsc23)CC1 ?
Mtb RmlCD inh: -9.7; GlmU inhibition: -4.2%

How did CC(C)(C)c1cc(NC(=O)COC(=O)C2CC2)n(-c2ccccc2)n1 do in these assays?
GlmU inhibition: -1.7%

What do the screens show for `Cc1ccc(S(=O)(=O)n2cnc3ccccc32)cc1`?
GlmU inhibition: -4.7%

How did N#Cc1c(NC(=O)/C=C/c2ccco2)sc2c1CCCC2 do in these assays?
Mtb RmlCD inh: -10.7; GlmU inhibition: -3.5%

Results for Cc1nc(SCC(O)CCl)c([N+](=O)[O-])[nH]1 (centres undefined) ?
GlmU inhibition: -1.5%

What do the screens show for `CCOC(=O)c1sc(=S)n(-c2ccc(OC)cc2)c1C`?
GlmU inhibition: 0.4%

Results for O=C(NCCCNc1ccc(C(F)(F)F)cc1[N+](=O)[O-])c1cc(F)c(F)cc1Cl ?
GlmU inhibition: -4.8%

What do the screens show for `CCc1cc2c(=O)n(CC(=O)NCCc3ccc(OC)c(OC)c3)cnc2s1`?
Mtb RmlCD inh: -0.4; GlmU inhibition: 2.6%

Results for COc1ccc(-n2nc3c(c2NC(=O)c2cc(Br)ccc2Cl)CS(=O)C3)cc1 (centres undefined) ?
Mtb RmlCD inh: -4.8; GlmU inhibition: 6.1%

What do the screens show for `S=C(N/N=C/c1ccc2ncccc2c1)Nc1cccnc1`?
Mtb RmlCD inh: 3.2; GlmU inhibition: -6.1%

Results for COCCN1C(=O)c2ccccc2C(C(=O)NCc2ccco2)C1c1c[nH]c2ccccc12 (centres undefined) ?
Mtb RmlCD inh: 8.6; GlmU inhibition: 6.1%

Results for Cc1ccc(C(=O)Nc2c(C(=O)NCc3ccco3)cnn2-c2ccccc2)cc1 ?
Mtb RmlCD inh: -14.4; GlmU inhibition: 4.5%

Results for CCc1cc(OCCCCNCc2ccccc2)ccc1Cl ?
Mtb RmlCD inh: 44.1; GlmU inhibition: -7.1%

How did CCCCC(=O)OCC(=O)c1[nH]c(C)c(C(=O)OCC)c1C do in these assays?
GlmU inhibition: 0.5%

Results for Cc1ccc(OCCC(=O)OCC(=O)NCCc2ccccc2)cc1 ?
Mtb RmlCD inh: 2.1; GlmU inhibition: 0.2%

How did COc1cc(C=O)ccc1OCCSc1ccc(C)cc1 do in these assays?
Mtb RmlCD inh: -10.7; GlmU inhibition: 4.3%

How did Cc1ccc2c(c1)NC(=O)C(CC(=O)NCCCN1CCN(c3cc(Cl)ccc3C)CC1)O2 (centres undefined) do in these assays?
GlmU inhibition: 3.5%&2.5%

Results for Cc1ccc(Oc2ccc(NC(=O)CCC(=O)OCC(=O)c3cccs3)cc2)cc1C ?
GlmU inhibition: 2.9%

Results for CC1(C)NC(=O)N(c2ccccc2Cl)C1(C)NO (centres undefined) ?
Mtb RmlCD inh: -20.7; GlmU inhibition: 5.2%

Results for CN(CC(=O)N1CCN(c2cccc(Cl)c2)CC1)S(=O)(=O)c1cnc[nH]1 ?
Mtb RmlCD inh: -0.6; GlmU inhibition: 3.0%

What do the screens show for `Cc1nn(-c2ccccc2)c(Cl)c1/C=C/C(=O)c1ccccc1`?
Mtb RmlCD inh: -8.3; GlmU inhibition: 0.4%

Results for O=C(CNCC1CCCO1)Nc1ccccc1N1CCOCC1 (centres undefined) ?
Mtb RmlCD inh: -2.9; GlmU inhibition: -2.6%

How did CC(C)(C)OC(=O)N1CCNc2ccccc2C1 do in these assays?
Mtb RmlCD inh: 4.0; GlmU inhibition: 0.9%

What do the screens show for `O=C(CCSc1ccccc1)Nc1nc2c(s1)COc1ccccc1-2`?
Mtb RmlCD inh: 5.6; GlmU inhibition: 3.6%

What do the screens show for `COC(=O)c1cc(OC)c(OC)cc1NCC(=O)Nc1cccc(C(F)(F)F)c1`?
Mtb RmlCD inh: 5.9; GlmU inhibition: 0.3%

What do the screens show for `O=C(c1ccco1)N1N=C(c2ccccc2)CC1c1ccc2nccnc2c1` (centres undefined)?
Mtb RmlCD inh: 6.5; GlmU inhibition: 2.2%

Results for CCc1c(C)nc2nc(NC(C)=O)[nH]n2c1=O ?
GlmU inhibition: 2.5%

What do the screens show for `CCOc1ccccc1NS(=O)(=O)c1c(C)noc1C`?
Mtb RmlCD inh: 27.7; GlmU inhibition: -3.5%

Results for O=c1cc[nH]c2cccc(Cc3ccccc3)c12 ?
Mtb RmlCD inh: 9.4; GlmU inhibition: 2.4%

How did Cc1cccn2c(CNCC3OCCc4ccccc43)c(C(=O)N3CCCCC3)nc12 (centres undefined) do in these assays?
Mtb RmlCD inh: -2.3; GlmU inhibition: 2.0%

How did O=C(Cc1c(O)c2ccccc2[nH]c1=O)OC1CCCCC1 do in these assays?
Mtb RmlCD inh: 7.9; GlmU inhibition: -3.0%

How did COc1ccc2nc(SC)cc(C)c2c1 do in these assays?
Mtb RmlCD inh: -4.5; GlmU inhibition: -3.3%

Results for Cc1cc(C)c(S(=O)(=O)c2ccccc2)c(N(C)C)n1 ?
GlmU inhibition: -3.3%

What do the screens show for `COc1cccc(NC(=O)Nc2nccc(C)n2)c1`?
GlmU inhibition: 0.8%

How did CCn1c(O)c(C=NCCN2CCOCC2)sc1=S do in these assays?
GlmU inhibition: 1.9%

What do the screens show for `COc1ccc(/C=N/NS(C)(=O)=O)c(OC)c1`?
Mtb RmlCD inh: -9.0; GlmU inhibition: 0.1%

How did O=C(N/N=C/c1cccnc1)c1ccc([N+](=O)[O-])cc1 do in these assays?
Mtb RmlCD inh: 49.1; GlmU inhibition: -0.8%

How did O=C(Nc1ccc(OC(F)F)c(Cl)c1)[C@@H]1CCCN1C(=O)c1cccs1 do in these assays?
Mtb RmlCD inh: 13.2; GlmU inhibition: -2.6%

How did Fc1cccc(CSc2ccc(-c3ccco3)nn2)c1 do in these assays?
Mtb RmlCD inh: 18.4; GlmU inhibition: 1.8%

What do the screens show for `O=C(N/N=C/c1ccc([N+](=O)[O-])o1)c1ccncc1`?
Mtb RmlCD inh: -1.7

What do the screens show for `CC(NC(=O)c1ccccc1F)C(=O)O` (centres undefined)?
Mtb RmlCD inh: -5.2; GlmU inhibition: -7.6%

What do the screens show for `O=C1CCC2(C(=O)O)Sc3ccccc3N12` (centres undefined)?
GlmU inhibition: 3.2%

Results for CC(CC(=O)NC(C)c1ccc2c(c1)OCCO2)c1ccccc1 (centres undefined) ?
Mtb RmlCD inh: -10.7; GlmU inhibition: -1.0%

What do the screens show for `Cn1c(=O)c(-[n+]2ccccc2)c([O-])c2ccccc21`?
Mtb RmlCD inh: 1.5; GlmU inhibition: -3.2%

Results for Cc1ccc(S(=O)(=O)N(CC(O)CN2C(=O)NC(C)(C)C2=O)c2ccccc2)cc1 (centres undefined) ?
GlmU inhibition: -5.4%

How did CCOc1ccccc1N1CCN(Cc2ccco2)CC1 do in these assays?
Mtb RmlCD inh: -9.3; GlmU inhibition: 3.3%

Results for CCOC(=O)C1(CC2CC2)CCN(Cc2cn(C)c3ccccc23)CC1 ?
Mtb RmlCD inh: -10.2; GlmU inhibition: 6.5%

Results for CC(=O)Nc1ccc(OCCC[n+]2cccc(C(=O)[O-])c2)cc1 ?
GlmU inhibition: 0.7%

How did c1ccc2sc(N3CCCN(Cc4nc(-c5cnccn5)no4)CC3)nc2c1 do in these assays?
Mtb RmlCD inh: -15.5; GlmU inhibition: -4.8%

Results for Cc1ccc2cc(CN(Cc3ccco3)S(=O)(=O)c3c(C)ccc4nsnc34)c(=O)[nH]c2c1 ?
GlmU inhibition: 6.8%

How did CSc1nc2nc3c(c(=O)n2[nH]1)CN(Cc1ccccc1)CC3 do in these assays?
Mtb RmlCD inh: 8.9; GlmU inhibition: 0.1%

How did Cc1ccc(NS(=O)(=O)c2cccs2)cc1S(=O)(=O)N1CCCCCC1 do in these assays?
Mtb RmlCD inh: 5.0; GlmU inhibition: 7.8%

What do the screens show for `O=c1c2c3c(sc2nc2n1CCC2)CCCC3`?
GlmU inhibition: 3.1%

What do the screens show for `CC1CCN(C(=O)Cc2nn(C)c(=O)c3ccccc23)CC1`?
Mtb RmlCD inh: -1.4; GlmU inhibition: -0.6%

Retrieved one by one from above (2):
How did c1ccc2sc(N3CCCN(Cc4nc(-c5cnccn5)no4)CC3)nc2c1 do in these assays?
Mtb RmlCD inh: -15.5; GlmU inhibition: -4.8%

How did CCOc1ccccc1N1CCN(Cc2ccco2)CC1 do in these assays?
Mtb RmlCD inh: -9.3; GlmU inhibition: 3.3%

Later entries.
How did CCN(CC)C(=O)c1ccc(Cn2cc([N+](=O)[O-])cn2)o1 do in these assays?
Mtb RmlCD inh: 8.7; GlmU inhibition: -8.3%

What do the screens show for `CCC(C)OC(=O)C[N+](C)(C)CCOC1CC2CCC1(C)C2(C)C` (centres undefined)?
Mtb RmlCD inh: 18.2; GlmU inhibition: -2.9%

What do the screens show for `CCOC(=O)C(=CNc1ccc(NC2=NCC(C)S2)cc1)C(=O)OCC` (centres undefined)?
GlmU inhibition: 2.6%

How did COC(c1ccccc1)c1nnc(CCC(=O)N(C)Cc2cccc(-n3cccn3)c2)o1 (centres undefined) do in these assays?
Mtb RmlCD inh: 12.8; GlmU inhibition: -5.0%

How did Cc1ccc(NC(=S)N2CCC(O)CC2)c(C)c1 do in these assays?
Mtb RmlCD inh: -0.8; GlmU inhibition: -9.7%

Results for CCOc1ccc(C(=O)C(C)=O)c(OCC)c1 ?
GlmU inhibition: 0.4%

Results for COc1ccccc1NCCC#N ?
Mtb RmlCD inh: -3.1; GlmU inhibition: 5.8%

Results for CN(C)C(=O)N1CCC(C(=O)N2CCCC(C(=O)c3ccc(C(C)(C)C)cc3)C2)CC1 (centres undefined) ?
Mtb RmlCD inh: -2.7; GlmU inhibition: 1.6%

How did CC1=CC(C)(C)NC(=S)N1c1ccc(C)cc1 do in these assays?
GlmU inhibition: 0.0%

How did Cc1onc(-c2ccccc2Cl)c1C(=O)NCc1nc(-c2ccccc2)no1 do in these assays?
Mtb RmlCD inh: -12.2; GlmU inhibition: 1.0%

What do the screens show for `CCOc1ccc(/C=N/NC(=S)NC2CC3CCC2C3)cc1` (centres undefined)?
Mtb RmlCD inh: 3.4; GlmU inhibition: 0.3%

What do the screens show for `Clc1cccc(N/N=C/c2ccncc2)c1`?
Mtb RmlCD inh: -7.6; GlmU inhibition: -2.4%

Of the compounds above, these contain a thiophene ring, fused or not.
How did N#Cc1c(NC(=O)/C=C/c2ccco2)sc2c1CCCC2 do in these assays?
Mtb RmlCD inh: -10.7; GlmU inhibition: -3.5%

What do the screens show for `CCc1cc2c(=O)n(CC(=O)NCCc3ccc(OC)c(OC)c3)cnc2s1`?
Mtb RmlCD inh: -0.4; GlmU inhibition: 2.6%

Results for Cc1ccc(Oc2ccc(NC(=O)CCC(=O)OCC(=O)c3cccs3)cc2)cc1C ?
GlmU inhibition: 2.9%

How did O=C(Nc1ccc(OC(F)F)c(Cl)c1)[C@@H]1CCCN1C(=O)c1cccs1 do in these assays?
Mtb RmlCD inh: 13.2; GlmU inhibition: -2.6%

How did Cc1ccc(NS(=O)(=O)c2cccs2)cc1S(=O)(=O)N1CCCCCC1 do in these assays?
Mtb RmlCD inh: 5.0; GlmU inhibition: 7.8%

What do the screens show for `O=c1c2c3c(sc2nc2n1CCC2)CCCC3`?
GlmU inhibition: 3.1%

The list continues.
How did COc1ccc(C(=O)c2cnc(C(C)C)n2C)cc1 do in these assays?
GlmU inhibition: -0.4%

What do the screens show for `C=CCn1c(=N)c(C(=O)OCC)cc2c(=O)n3cccc(C)c3nc21`?
GlmU inhibition: -0.6%

Results for Cn1ncc(Br)c1N1C(=O)CCC1=O ?
Mtb RmlCD inh: 15.6; GlmU inhibition: 1.8%

How did CCOC(=O)c1nsnc1NCCSC(=N)N do in these assays?
Mtb RmlCD inh: 1.8; GlmU inhibition: 5.5%

Results for NNC(=O)c1cc(-c2cccs2)nc2ccccc12 ?
Mtb RmlCD inh: 6.3; GlmU inhibition: -1.3%

How did COc1ccc2c(C)cc(SCC(=O)N3CCOCC3)nc2c1 do in these assays?
Mtb RmlCD inh: 15.5; GlmU inhibition: -7.1%

What do the screens show for `COc1ccc(S(=O)(=O)N2CCN(c3c(C)cccc3C)CC2)cc1OC`?
GlmU inhibition: 2.0%

Results for CC(C)NC(=O)c1ccc(-c2ccc(Cl)c(C(F)(F)F)c2)o1 ?
Mtb RmlCD inh: 6.6; GlmU inhibition: -0.7%

What do the screens show for `O=C(CCO)c1ccc(O)cc1`?
Mtb RmlCD inh: -13.6; GlmU inhibition: 18.3%

What do the screens show for `Clc1ccccc1-c1cc(COc2ccc3ccccc3c2)no1`?
Mtb RmlCD inh: -6.0; GlmU inhibition: -2.7%

What do the screens show for `Cn1cccc1Cc1nnc(SCC(=O)NCc2ccco2)n1-c1ccc(F)cc1`?
Mtb RmlCD inh: 12.7; GlmU inhibition: -13.1%

What do the screens show for `O=C(NC(=S)NCc1cccnc1)c1ccccc1`?
Mtb RmlCD inh: -4.7; GlmU inhibition: -1.8%

Results for CCOC(=O)C1(CCCc2ccccc2)CCN(C(=O)CN2CCOC2=O)CC1 ?
Mtb RmlCD inh: 3.6; GlmU inhibition: 1.7%
